Assay outcomes as filed in PubChem.
Rin1-Abl PPI inh – inhibitors of human Rin1-Abl protein interaction; inhibition, % at 7.35 µM; 360,000 compounds, 0.4% hits; P00519+Q13671; TR-FRET Rin1/Abl binding, biochemical; in the data active = inhibition above about 5%, passing the limit was not always enough
Rpn11 inh – inhibitors of human proteasome Rpn11; O00487; human 26S proteasome, Ub4-pepOG fluorescence polarization; 20S core pre-blocked with epoxomicin; calls only at 20 µM; 360,000 compounds, 0.59% hits; AID 588493;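 active = inhibition at 20 µM, scaled to each plate's controls, above about 33%, limit read from the data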
CSN deneddyl inh – inhibitors of human CSN-mediated cullin deneddylation. Q92905. Purified CSN, SCF-Nedd8-OG deneddylation, fluorescence polarization. inhibition, % at 12.5 µM. 360,000 compounds, 0.38% hits. AID 651999;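 active = pattern-corrected inhibition above about 35%, with an unprinted fluorescence ratio check between 0.5 and 1.5, limit read from the data, passing the limit was not always enough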;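 also: 0% = enzyme with substrate and 100% = substrate without enzyme; some results filed as inactive read as strong as hits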
Target sequence (Q92905 whole entry, looked up, one chain of several): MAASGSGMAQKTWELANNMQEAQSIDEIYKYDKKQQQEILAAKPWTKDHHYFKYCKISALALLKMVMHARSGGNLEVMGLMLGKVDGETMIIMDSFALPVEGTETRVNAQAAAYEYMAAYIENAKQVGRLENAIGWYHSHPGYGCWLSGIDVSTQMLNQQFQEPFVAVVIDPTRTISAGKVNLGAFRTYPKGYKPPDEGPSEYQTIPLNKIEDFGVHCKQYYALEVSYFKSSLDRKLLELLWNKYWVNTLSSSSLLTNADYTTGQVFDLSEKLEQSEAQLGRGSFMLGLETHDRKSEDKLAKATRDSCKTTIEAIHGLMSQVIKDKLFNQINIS
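test system = HEK293T-derived human Csn5 enzyme | amount = 0.24 nM Csn5 enzyme, final concentration | medium = Tris/NaCl/DTT buffer, pH 7.5 | schedule = 90 min reaction at room temperature | signal = FP | evaluation = inhibition of Csn5 cleavage, % | compound dosing = single dose of 12.5 µM compound with 0.25% DMSO | probe or stimulus = 10 nM SCFSkp2-Nedd8OG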
MsrA inh – bovine MsrA inhibition; inhibition, % at 15.5 µM; 360,000 compounds, 0.75% hits; purified bovine MsrA, absorbance read-out; in the data active = inhibition above about 4.5%;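 also: 0% = vehicle wells with enzyme and 100% = reference inhibitor wells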
bovine MsrA act – activates bovine MsrA enzyme; purified bovine MsrA, absorbance read-out; activation, % at 10.6 µM; 360,000 compounds, 0.3% hits; AID 602163; in the data active = activation above about 7.5%;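 also: 0% = vehicle and 100% = reference activator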
eLon inh – inhibits E. coli Lon protease | 360,000 compounds, 0.42% hits | purified E. coli Lon protease, fluorescence polarization | inhibition, % at 7.94 µM | P0A9M0 | AID 602123; in the data active = inhibition above about 13%, passing the limit was not always enough;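 also: 0% = enzyme with probe and DMSO and 100% = no enzyme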
MT1-MMP act inh – blocks activation of human MT1-MMP | 360,000 compounds, 0.061% hits | HT1080 RFP-PRO-GFP cells, GFP/RFP ratio fluorescence, overnight; percent of plate control window, DMSO zero | P50281 | GFP/RFP ratio change, % at 20 µM;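 active = GFP/RFP ratio change of at least 30% with cell ATP level not reduced by more than half and red fluorescence within 50% of control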; also: strong numbers were not always called active
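Test system: HT1080 cells expressing an RFP-PRO-GFP fluorescent reporter construct / Compound dosing: single-point 20 µM compound, 1% DMSO / Schedule: cells overnight before dosing, compound overnight, 37 °C, 5% CO2 / Evaluation: GFP/RFP fluorescence ratio / Control set: DMSO and RFP-L50D-GFP cell wells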
PABP1 MLLE inh – inhibitors of microRNA-mediated deadenylation, human PABP1 MLLE binding | 360,000 compounds, 0.36% hits | inhibition, % at 20 µM | GST-MLLE / FITC-PAM2 fluorescence polarization; in the data active = inhibition above about 35%, passing the limit was not always enough;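 also: plate controls were DMSO wells with GST-MLLE for no effect and wells lacking GST-MLLE protein for full effect; some results filed as inactive read as strong as hits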
Target sequence (P11940 whole entry, looked up): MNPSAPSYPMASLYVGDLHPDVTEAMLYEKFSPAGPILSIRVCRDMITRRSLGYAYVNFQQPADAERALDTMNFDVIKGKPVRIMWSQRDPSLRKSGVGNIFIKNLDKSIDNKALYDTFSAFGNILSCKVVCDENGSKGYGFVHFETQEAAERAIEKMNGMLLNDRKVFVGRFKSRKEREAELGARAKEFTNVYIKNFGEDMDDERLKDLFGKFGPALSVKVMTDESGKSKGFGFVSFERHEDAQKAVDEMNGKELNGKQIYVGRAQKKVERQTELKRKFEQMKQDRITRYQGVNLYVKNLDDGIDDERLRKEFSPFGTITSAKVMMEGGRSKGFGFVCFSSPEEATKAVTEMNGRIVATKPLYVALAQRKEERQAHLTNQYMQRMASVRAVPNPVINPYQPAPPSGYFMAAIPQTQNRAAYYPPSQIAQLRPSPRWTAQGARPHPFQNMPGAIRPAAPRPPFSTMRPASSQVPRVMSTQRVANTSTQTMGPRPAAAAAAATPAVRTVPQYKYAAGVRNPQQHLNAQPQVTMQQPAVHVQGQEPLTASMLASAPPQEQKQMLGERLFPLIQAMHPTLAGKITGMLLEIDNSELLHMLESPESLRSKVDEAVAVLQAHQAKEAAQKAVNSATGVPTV
FAS-TE inh – inhibitors of human fatty acid synthase thioesterase domain | P49327 | recombinant FAS-TE, OMFH fluorogenic substrate, fluorescence endpoint | inhibition, % at 15 µM | 360,000 compounds, 0.67% hits | AID 602261;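 active = compounds whose normalised, plate-corrected inhibition of enzyme fluorescence in the single-dose primary screen is 50% or more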;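 also: 0% = DMSO with enzyme and 100% = substrate without enzyme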
* = called active by the depositor; i = inactive; . = no result given.

SMILES | Rin1-Abl PPI inh | Rpn11 inh | CSN deneddyl inh | MsrA inh | bovine MsrA act | eLon inh | MT1-MMP act inh | PABP1 MLLE inh | FAS-TE inh
CCC1(O)C(=O)OCc2c1cc1n(c2=O)Cc2cc3c(N)cccc3nc2-1 (configuration not stated) | -4.3 | i | -6.2 | 0.5 | -4.3 | 3.7 | 1.0 | -22.7 | -4.9
CC(=O)Nc1ccc(NC(=O)c2cccc(Oc3ccccc3)c2)cc1 | -3.2 | i | 5.6 | -1.0 | -3.3 | 0.7 | 5.3 | -11.2 | 0.0
O=C(OCc1cc(Cl)ccc1OC(F)F)c1cncc(Br)c1 | 0.3 | i | 1.9 | 2.9 | 7.2 | -5.1 | -3.3 | 4.7 | 24.5
CCN(CC)S(=O)(=O)c1ccc(C(=O)N2CCN(c3ncccn3)CC2)cc1 | 2.8 | i | 1.8 | -0.2 | -3.3 | 3.3 | -0.5 | 11.5 | -2.6
CC(C(=O)N1CCc2ccccc21)N1CCN(S(=O)(=O)c2ccc(C(F)(F)F)cc2)CC1 (configuration not stated) | 0.3 | i | -1.1 | 1.2 | -2.6 | 4.8 | -1.3 | -1.4 | 21.6
O=C(CCN1C(=O)/C(=C/c2ccccc2)SC1=S)NCCc1ccc(O)cc1 | -0.4 | i | 4.7 | . | -0.9 | -13.4 | 0.7 | 2.7 | 9.1
COc1cccc(CNS(=O)(=O)c2ccc(S(=O)(=O)NC3CC3)cc2)c1 | 1.5 | i | -0.3 | 1.5 | -3.5 | -1.0 | 2.6 | -9.3 | -2.3
CCCCCC(=O)N1C[C@@H](n2cc(COC(=O)c3ccccc3)nn2)[C@H](O)C[C@@H]1c1ccc(C)cc1 | -1.0 | i | 1.9 | 2.9 | -4.3 | -1.7 | -3.1 | -6.1 | 8.2
CC(C)(C)OC(=O)C[C@H]1C/C=C\C[C@@H](CC(=O)N(CCO)Cc2ccccc2)C(=O)N[C@H](Cc2ccccc2)COC1=O | 3.4 | i | -3.9 | 0.4 | 0.9 | -2.3 | -1.5 | -10.8 | -5.0
CCCCn1c(O)c(/C=C2\C=NN=C2c2ccccc2)sc1=S | 2.4 | i | 2.8 | -0.7 | -2.9 | 13.6 | 5.5 | 8.2 | -48.9
O=C(CC[C@H]1O[C@@H](n2ccc(=O)[nH]c2=O)[C@H](O)[C@@H]1O)N1CCN(Cc2cccc3ccccc23)CC1 | -1.8 | i | 2.1 | 1.1 | -2.5 | 0.0 | 1.4 | 1.8 | -8.6
CCOc1cc(N2CCOCC2)c(OCC)cc1NC(=O)Cn1[nH]c(=O)c2ccccc2c1=O | 2.3 | i | 8.3 | -0.6 | -3.0 | -8.1 | 1.4 | -0.1 | -3.7
Nc1ccc2nc3c(c(Cl)c2c1)CCCC3 | -3.7 | i | -4.5 | 0.6 | -3.1 | 4.8 | 4.2 | -12.4 | -0.3
CC1(c2nnc(-c3cccc(Cl)c3)o2)CC(c2ccc(Br)cc2)=NO1 (configuration not stated) | 0.0 | i | -3.1 | -0.1 | -3.5 | 5.4 | -0.2 | 1.7 | 16.7
COc1ccc(S(=O)(=O)Nc2ccc(-n3cccc3)cc2)cc1 | -4.5 | i | -6.5 | 1.9 | -3.0 | 3.1 | 0.3 | 2.3 | 12.8
COc1ccc([C@H]2C[C@@H](n3cc(COC(=O)c4ccccc4)nn3)[C@H](O)CN2C(=O)c2cccs2)cc1 | 1.8 | i | -7.4 | -0.7 | -1.5 | -7.6 | 4.6 | -9.1 | 1.4
COc1ccc(C2(O)CCN(C(=O)c3ccc4c(c3)OCO4)CC2)cc1 | 5.1 | i | -1.4 | 1.6 | -11.2 | 2.3 | 5.4 | -4.3 | -7.4
Cc1ccc(-c2nn(-c3ccccc3)cc2/C=N/O)cc1 | 2.4 | i | -2.5 | 0.8 | -6.5 | 2.9 | 2.5 | 0.1 | 0.2
CCn1c2ccccc2c2cc(NC(=O)c3coc(=O)c(Br)c3)ccc21 | -1.4 | i | -13.7 | -1.4 | -1.7 | -25.3 | -12.5 | 104.2 | -73.0
CC(C)C(=O)N1CCCC1(C)C(=O)Nc1ccccc1 (configuration not stated) | 2.4 | i | 3.6 | . | -4.0 | -5.1 | -1.6 | 10.9 | -11.3
CCn1c(=N)n(CCOc2ccc(OC)cc2)c2ccccc21 | 1.0 | i | 2.5 | -1.8 | -0.2 | -9.0 | -7.5 | -2.6 | -5.2
Nn1c(SCC(=O)NC2CCCCC2)nnc1-c1ccco1 | 2.3 | i | 0.1 | 0.2 | -0.4 | -6.3 | -5.2 | 9.3 | -7.1
COC(=O)CCN(C(=O)C12CC3CC(CC(C3)C1)C2)c1ccccn1 | 1.5 | i | 2.1 | -0.7 | -4.0 | -1.0 | 0.1 | 4.9 | -7.8
CC1=CCC2C(=O)N(c3ccc4ccccc4n3)C(=O)C2C1 (configuration not stated) | -0.3 | i | -6.5 | 0.4 | 3.1 | -4.6 | -4.8 | 7.0 | -7.6
O=C(c1ccc(C(=O)N2CCCc3ccccc32)nc1)N1CCCc2ccccc21 | -2.2 | i | -4.4 | -0.6 | -2.0 | -9.9 | 5.5 | 2.4 | -7.5
Clc1ccc(C(c2ccccc2)N2CCN(c3ccccn3)CC2)cc1 (configuration not stated) | 0.7 | i | 0.5 | 1.8 | -4.3 | 4.5 | -1.7 | -5.1 | 30.5
Cc1ccc2sc(NC(=O)c3cccc(N4C(=O)CCC4=O)c3)nc2c1C | 1.1 | i | -5.1 | 1.1 | -1.0 | 5.1 | -1.5 | 10.6 | 2.9
CN(CC(=O)Nc1ccc(F)cc1)CC(=O)NC1CCCCC1 | 1.4 | i | -1.0 | 0.6 | -0.7 | -4.9 | 1.7 | 13.1 | -2.7
O=C(Cc1ccc(NC(=O)C2CCCN(C(=O)CCc3ccccc3)C2)cc1)Nc1ccc(C(=O)N2CCOCC2)cc1 (configuration not stated) | 1.8 | i | -0.8 | 0.3 | 1.1 | 0.2 | -4.2 | 4.0 | -8.1
CC1(C)C(=O)NCCN1C(=O)CC1C(=O)NCCN1Cc1cccc(C(F)(F)F)c1 (configuration not stated) | 5.1 | i | 3.1 | -0.9 | -8.6 | -2.9 | -0.9 | -1.9 | -4.3
CN(C)c1ccc(Nc2c3c4c(cccc4n(C)c2=O)C(=O)c2ccccc2-3)cc1 | -0.8 | i | -77.8 | 0.7 | -4.7 | 48.2* | -62.4 | 127.2 | 35.5
COc1ccc(C(=O)N2CCCC(c3nc(-c4cc(OC)c(OC)c(OC)c4)no3)C2)cc1 (configuration not stated) | -0.7 | i | 1.2 | . | -0.1 | 0.4 | 15.3 | -12.4 | 2.3
COC(=O)c1sc(-c2ccc(C(C)(C)C)cc2)cc1NC(=O)CSCC(=O)O | -1.4 | i | 4.1 | 2.2 | -2.8 | -3.4 | 2.0 | 4.1 | -45.4
CCCCN1C[C@H](Cc2ccccc2)[C@@H](CC(=O)Nc2ccccc2)C1=O | 6.0 | i | 0.9 | 1.0 | -11.8 | -5.2 | -7.8 | 3.9 | 0.6
O=C(CSc1nnnn1C1CCCCC1)Nc1ccc(F)cc1 | 1.9 | i | 0.4 | 0.0 | -1.3 | -5.8 | 5.3 | -3.4 | -7.5
O=C(O)COc1ccc(/C=C/c2nc(-c3ccccc3O)n[nH]2)cc1 | 0.7 | i | -0.8 | 0.5 | -6.1 | -13.8 | -2.7 | -24.9 | -3.6
COc1ccccc1C(=O)NNC(=O)c1ccccc1[N+](=O)[O-] | 1.4 | i | 2.1 | 0.3 | -0.8 | -7.3 | 1.3 | -9.9 | -7.8
Cc1ccccc1CNC(=O)CCn1nc(C)c2c(C)n(-c3ccccc3)nc2c1=O | 0.2 | i | -3.8 | -1.2 | -2.1 | -4.0 | 1.3 | -7.8 | -2.7
Cc1nccn1CCOc1ccccc1Cl | 2.3 | i | 1.1 | 1.5 | -2.1 | -1.4 | 2.0 | -3.2 | -6.4
O=C(NC1(C(F)(F)F)NC(=O)N(C2CCCCC2)C1=O)C1CC1 (configuration not stated) | 3.0 | i | -2.8 | -0.4 | -4.2 | -6.4 | -1.8 | 4.9 | -1.9

A draw from above in order of count of non-hydrogen atoms, smallest number first:
SMILES | Rin1-Abl PPI inh | Rpn11 inh | CSN deneddyl inh | MsrA inh | bovine MsrA act | eLon inh | MT1-MMP act inh | PABP1 MLLE inh | FAS-TE inh
Cc1nccn1CCOc1ccccc1Cl | 2.3 | i | 1.1 | 1.5 | -2.1 | -1.4 | 2.0 | -3.2 | -6.4
CC1=CCC2C(=O)N(c3ccc4ccccc4n3)C(=O)C2C1 (configuration not stated) | -0.3 | i | -6.5 | 0.4 | 3.1 | -4.6 | -4.8 | 7.0 | -7.6
CCCCn1c(O)c(/C=C2\C=NN=C2c2ccccc2)sc1=S | 2.4 | i | 2.8 | -0.7 | -2.9 | 13.6 | 5.5 | 8.2 | -48.9
CC1(c2nnc(-c3cccc(Cl)c3)o2)CC(c2ccc(Br)cc2)=NO1 (configuration not stated) | 0.0 | i | -3.1 | -0.1 | -3.5 | 5.4 | -0.2 | 1.7 | 16.7

(listing goes on)
SMILES | Rin1-Abl PPI inh | Rpn11 inh | CSN deneddyl inh | MsrA inh | bovine MsrA act | eLon inh | MT1-MMP act inh | PABP1 MLLE inh | FAS-TE inh
O=C(CSc1nc(O)c(Cc2ccccc2)c(=O)[nH]1)N1CCOCC1 | 3.0 | i | 1.5 | -0.6 | 0.0 | 7.0 | 5.6 | 0.8 | -2.9
O=C(O)c1[nH]c2ccc(Cl)cc2c1CC(=O)N1CCN(c2ccccc2)CC1 | 2.3 | i | 2.4 | 0.8 | -1.2 | -3.8 | 8.9 | 6.0 | 9.9
NC(=O)[C@@H]1CCCN1Cc1nc(Cc2ccccc2Cl)no1 | 3.1 | i | -6.3 | 0.5 | -11.9 | -8.8 | -3.1 | 13.4 | -0.6
CN1CCN(CC(=O)NC2CCCCC2)CC1 | 2.5 | i | -0.8 | -1.4 | -3.2 | 2.0 | -2.3 | 10.4 | -10.3
COCCNc1nc(Oc2ccc(NC(C)=O)cc2)c2sc(-c3ccccc3)cc2n1 | -0.3 | i | -5.2 | -0.4 | 7.6 | 4.5 | -6.6 | 8.7 | -6.9
COc1ccc(-c2nc3cnccn3c2NC(C)(C)CC(C)(C)C)cc1O | -4.4 | i | 0.5 | 1.1 | -3.2 | 2.3 | 3.9 | 0.0 | 55.0*
O=c1c(C(c2ccccc2)c2c(O)nc3n(c2=O)CCCS3)c(O)nc2n1CCCS2 | -4.9 | i | 5.2 | -0.6 | -4.9 | -11.8 | -9.5 | 5.4 | -5.9
O=C(CCc1nnc(CCCCc2ccccc2)o1)NCCc1cccnc1 | 1.8 | i | -2.2 | -0.8 | -1.8 | 7.5 | -8.1 | 0.1 | 0.5
O=C1CC(SC(=S)C2CCCC2=O)C(=O)N1 (configuration not stated) | 4.7 | i | 17.8 | 0.5 | -10.4 | 23.6 | -4.4 | 45.9* | -4.2
Brc1ccc2nc(-c3ccccc3)c(Cc3ccccc3)n2c1 | -14.0 | i | -1.8 | -0.4 | -2.6 | 3.9 | -9.7 | 19.8 | 21.9
CCOC(=O)c1[nH]c2ccc(F)cc2c1N=C(C)N(CC)CC | 0.0 | i | 20.3 | 0.8 | -2.6 | -4.9 | 12.1 | 1.7 | -5.9
COc1ccccc1NC(=O)C1=C(C)N(c2ccccc2)C(=S)NC1c1cccc(C(F)(F)F)c1 (configuration not stated) | -4.7 | i | -1.9 | 2.0 | -2.6 | -4.0 | -5.5 | 23.1 | 26.3
